eIF4E-4G inh = blocks eIF4E binding to eIF4G; P63073+Q04637; actives 0.37% (n = 220,000); TR-FRET eIF4E-eIF4GI(517-606) binding, 2 h; inhibition, % at 21.7 µM;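 active means inhibition above about 30%, limit read from the data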;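 further: 0% = full FRET control wells and 100% = background wells lacking eIF4GI fragment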
FXIIa inh 1536 = factor XIIa (human) inhibition; inhibition, % at 5 µM; purified FXIIa, Boc-QGR-AMC fluorogenic substrate, 2 h; actives 0.3% (n = 220,000); P00748; AID 800; in the data active means inhibition above about 40%;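 further: 0% = enzyme with no compound and 100% = blank without enzyme; many of its hits are not listed in these tables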
Target sequence (P00748 20-372 limits assumed): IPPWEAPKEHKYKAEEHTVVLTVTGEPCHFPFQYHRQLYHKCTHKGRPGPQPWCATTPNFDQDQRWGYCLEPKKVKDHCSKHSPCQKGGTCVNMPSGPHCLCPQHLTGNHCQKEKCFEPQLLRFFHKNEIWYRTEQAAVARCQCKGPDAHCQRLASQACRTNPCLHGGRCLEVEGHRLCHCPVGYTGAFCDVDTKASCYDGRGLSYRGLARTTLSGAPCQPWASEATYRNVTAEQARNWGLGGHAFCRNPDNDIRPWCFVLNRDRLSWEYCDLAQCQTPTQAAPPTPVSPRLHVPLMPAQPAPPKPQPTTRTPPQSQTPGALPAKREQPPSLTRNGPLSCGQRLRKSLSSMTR
Target sequence (P00748 373-615 limits assumed): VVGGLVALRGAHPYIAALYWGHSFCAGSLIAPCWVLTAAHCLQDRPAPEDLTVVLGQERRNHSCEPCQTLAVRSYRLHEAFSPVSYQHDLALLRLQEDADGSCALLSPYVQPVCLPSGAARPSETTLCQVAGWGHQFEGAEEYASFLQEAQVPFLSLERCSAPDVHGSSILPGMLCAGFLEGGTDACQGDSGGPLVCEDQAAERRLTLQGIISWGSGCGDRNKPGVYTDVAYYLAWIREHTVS
Wee1 degr inh = human Wee1 degradation inhibition, primary screen; reporter increase, % at 5 µM; HeLa Luc-Wee1K328M stability, luciferase luminescence; 100% = proteasome inhibitor MG132 effect; actives 1.2% (n = 220,000); P30291; AID 1321;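 active means activation above the mean of all tested compounds plus 3 SD, set per screening run, cut at about 8.8% in these data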;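 further: cells exposed to compound for 20 h before luminescence read; 0% = DMSO alone and 100% = MG132 at 30 µM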
14-3-3 Bad inh = disrupts binding of bovine 14-3-3 zeta to phospho-Bad peptide; inhibition, % at 21.7 µM; AID 781; P63103; actives 0.71% (n = 220,000); TR-FRET 14-3-3zeta/Dy647-pBad peptide displacement, 1 h;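 active means inhibition above about 70%, limit read from the data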;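 further: 0% = full 14-3-3 plus peptide FRET controls and 100% = background without 14-3-3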
Rad51 HR inh = Rad51 (human) homologous recombination inhibition. AID 1385. Q06609. inhibition, % at 10 µM. hRad51 DNA strand exchange, fluorescence dequenching. actives 0.085% (n = 200,000);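 active means inhibition above 40% at the single screening dose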;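 further: 0% = DMSO control wells and 100% = blanks with heterologous ssDNA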
Target sequence (Q06609 whole entry, looked up): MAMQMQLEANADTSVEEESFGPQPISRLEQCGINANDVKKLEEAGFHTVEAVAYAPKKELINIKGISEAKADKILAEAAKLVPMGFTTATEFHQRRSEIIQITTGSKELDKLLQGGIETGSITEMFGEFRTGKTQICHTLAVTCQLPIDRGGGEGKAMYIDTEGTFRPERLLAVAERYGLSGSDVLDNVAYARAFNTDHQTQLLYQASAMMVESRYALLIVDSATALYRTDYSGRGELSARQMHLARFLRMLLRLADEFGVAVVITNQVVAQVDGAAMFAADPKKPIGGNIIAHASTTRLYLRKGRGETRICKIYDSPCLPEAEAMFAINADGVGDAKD
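Material: Human Rad51 nucleoprotein filaments preassembled on unlabelled ssDNA | Also added: Labelled 47-mer dsDNA for strand exchange | Dosing: Single dose, 10 µM final compound | Schedule: 30-min compound preincubation and 15-min exchange, both room temperature | Technique: Fluorescence dequenching at 485/520 nm | Measure: Percent inhibition relative to plate controls and blanks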
p97 inhibitor = human p97 ATPase inhibition | recombinant p97 ATPase, Kinase-Glo ATP luminescence, 3 h | P55072 | actives 0.42% (n = 220,000) | inhibition, % at 8 µM | AID 1481; in the data active means inhibition above about 15%;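 further: 0% = DMSO vehicle and 100% = wells lacking enzyme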
Mdm2 ligase inh = blocks human Mdm2 ubiquitin ligase activity; actives 0.11% (n = 210,000); cell-based MDM2 ubiquitination luciferase reporter, 2 h; 0 = plate control, 100 = twice control, blank-subtracted; signal enhancement, % at 5 µM;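 active means signal enhancement of 30% or more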;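 further: luminescence tracks abundance of the self-degrading MDM2-luciferase fusion protein; higher signal means inhibition of MDM2 E3 ligase activity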
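Buffer or medium: Cells held in DMEM | Assay system: Stable mammalian line carrying autodegrading MDM2–luciferase fusion reporter | Quantity: 2000 cells/well | Times: 4 h settle plus 2 h compound, 37 °C | Doses: One concentration, 5 µM, with 0.2% DMSO | Technique: Luminescence with SteadyLite reagent, 15 min at room temperature | Benchmarks: Plate controls and plate blanks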
FXIa inh 1536 = blocks human coagulation factor XIa protease activity | P03951 | purified FXIa, Boc-Glu-Ala-Arg-AMC fluorogenic substrate | inhibition, % at 5 µM | actives 0.14% (n = 220,000);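 active means inhibition of at least 40%; inactive means inhibition below 40%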;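 further: fluorescence of freed AMC excited at 355 nm; 0% = enzyme without compound and 100% = no enzyme blank; many of its hits are not listed in these tables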
hK5 inh = inhibitors of human kallikrein 5. Q9Y337. recombinant hK5, fluorogenic AMC substrate cleavage. inhibition, % at 5 µM. actives 0.59% (n = 210,000);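 active means inhibition of 40% or more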;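 further: 0% = enzyme controls without compound and 100% = no-enzyme blanks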
* hit, by the source's call; / = no result given; [ ] = remark or other dose.

eIF4E-4G inh,FXIIa inh 1536,Wee1 degr inh,14-3-3 Bad inh,Rad51 HR inh,p97 inhibitor,Mdm2 ligase inh,FXIa inh 1536,hK5 inh,SMILES
-4[fluorescence artefact?],-9,-2,-16[fluorescence artefact?],0,0,-7,-8,-26,O=C(CN1C(=O)COc2ccccc21)NCCCN1CCN(Cc2ccccc2)CC1
23,1,1,2,/,12,-7,-4,-6,O=C1NC(=S)N/C1=C/c1cccn1-c1ccc([N+](=O)[O-])cc1
1,15,-3,0[fluorescence artefact?],-4,4,-7,3,-8,COc1cc(NC(=O)COC(=O)C2CC2)c(C)cc1[N+](=O)[O-]
1,0,1,6,-4,4,-3,-9,-4,COc1ccc(OC)c(Nc2cc(C)nc3nc(C)nn23)c1
-1,5,2,-3,/,-7,-2,-5,-18,N/C(=N\OC(=O)COc1ccc(Br)cc1Cl)c1cccnc1
-16,11,-2,7,4,-8,-20,6,-18,CCn1cc(C(=O)NCc2ccc3c(c2)OCO3)c(=O)c2cc(F)c(N3CCN(C(=O)c4ccco4)CC3)cc21
0[fluorescence artefact?],2,-3,4,17,-5,-1,-8,0,Cc1cc(C)c(NC(=O)COC(=O)c2ccc([N+](=O)[O-])s2)c(C)c1
4,14,-1,15[fluorescence artefact?],-1,-4,/,7,-3,Cc1ccccc1N1CCN(CCCOc2ccc3c(C)cc(=O)oc3c2)CC1
-11,12,-1,13,/,3,-17,0,12,O=C(Cc1ccc(F)cc1)NC1CCCC1
-8,-2,-3,-12,15,0,-16,21,-16,OC1(c2cccs2)CN(c2ccccc2)C2=[N+]1CCCC2 (configuration not stated)
-6[fluorescence artefact?],13,-1,-9,15,-2,-24,-3,-6,C=CCSC1=C(C#N)C(c2cccc(OC)c2)CC(=O)N1 (configuration not stated)
-3[fluorescence artefact?],12,1,2,-2,11,-9,2,-9,CCOC(=O)c1c(C)[nH]c(C2=NNC(=Nc3ccccc3)SC2)c1C
-8,-3,-3,-6[fluorescence artefact?],8,-5,-15,-16,-18,COc1cc2c(cc1OC)C(C1C(=O)CC(C)(C)CC1=O)N(C(=O)CCl)CC2 (configuration not stated)
19,8,5,8,-29,0,-5,4,-12,Cc1cccc(OCCOCCN2CCNCC2)c1C
3,12,-2,-9,-6,0,0,5,-2,COc1cccc(C(=O)N2CCN(S(=O)(=O)Cc3ccccc3)CC2)c1OC
/,8,1,/,/,-3,-7,5,-10,O=S(=O)(NC1CC1)c1ccc(S(=O)(=O)N(Cc2ccccn2)C2CCCC2)cc1
3[fluorescence artefact?],5,1,3,/,-2,2,-7,-10,CCCCCCNC(=O)CC(NS(=O)(=O)c1ccc(OC)cc1)C(C)C (configuration not stated)
6,0,4,6,-4,0,1,-6,-5,CN(C)C(CNC(C(=O)Nc1ccc([N+](=O)[O-])cc1Br)c1ccccc1)c1ccccc1 (configuration not stated)
-1,8,2,4,4,0,-2,-2,5,O=C(Cc1cn2ccsc2n1)Nc1nc2c(s1)CN(Cc1ccccc1)CC2
0,1,-2,-7,-1,6,6,-3,-2,COc1ccc(C)cc1N(CC(=O)N1CCc2ccccc2C1)S(C)(=O)=O
-2,7,-1,5,10,-4,-14,-2,-4,CSc1nc2ncc(C(=O)O)c(N)n2n1
9,19,0,4,5,-8,-9,4,-10,O=C(N/C(=C\c1cccs1)C(=O)N1CCCCCC1)c1ccccc1
0,16,-1,7,-6,4,5,5,-19,CCCn1c(SCC(=O)Nc2ccc3c(c2)OCO3)nc2c1c(=O)n(C)c(=O)n2C
5[fluorescence artefact?],3,9.8*,5,5,-1,-28,-2,-3,CC(C)(C)NC(=O)NC(=O)COc1ccc(Br)cc1Br
0,10,-1,-6,17,-2,-10,0,-6,CC1CCCC(C)N1C(=O)COC(=O)c1cc(Br)ccc1Cl (configuration not stated)

Four of the compounds above, with each value named:
O=C(CN1C(=O)COc2ccccc21)NCCCN1CCN(Cc2ccccc2)CC1
  eIF4E-4G inh: -4[fluorescence artefact?] | FXIIa inh 1536: -9 | Wee1 degr inh: -2 | 14-3-3 Bad inh: -16[fluorescence artefact?] | Rad51 HR inh: 0 | p97 inhibitor: 0 | Mdm2 ligase inh: -7 | FXIa inh 1536: -8 | hK5 inh: -26

COc1cc(NC(=O)COC(=O)C2CC2)c(C)cc1[N+](=O)[O-]
  eIF4E-4G inh: 1 | FXIIa inh 1536: 15 | Wee1 degr inh: -3 | 14-3-3 Bad inh: 0[fluorescence artefact?] | Rad51 HR inh: -4 | p97 inhibitor: 4 | Mdm2 ligase inh: -7 | FXIa inh 1536: 3 | hK5 inh: -8

O=C(Cc1ccc(F)cc1)NC1CCCC1
  eIF4E-4G inh: -11 | FXIIa inh 1536: 12 | Wee1 degr inh: -1 | 14-3-3 Bad inh: 13 | Rad51 HR inh: / | p97 inhibitor: 3 | Mdm2 ligase inh: -17 | FXIa inh 1536: 0 | hK5 inh: 12

CC1CCCC(C)N1C(=O)COC(=O)c1cc(Br)ccc1Cl (configuration not stated)
  eIF4E-4G inh: 0 | FXIIa inh 1536: 10 | Wee1 degr inh: -1 | 14-3-3 Bad inh: -6 | Rad51 HR inh: 17 | p97 inhibitor: -2 | Mdm2 ligase inh: -10 | FXIa inh 1536: 0 | hK5 inh: -6

Carrying on.
eIF4E-4G inh,FXIIa inh 1536,Wee1 degr inh,14-3-3 Bad inh,Rad51 HR inh,p97 inhibitor,Mdm2 ligase inh,FXIa inh 1536,hK5 inh,SMILES
3,16,-3,-9,6,3,-30,9,2,COc1cccc(-c2nnn(CC(=O)NC3CCCC3)n2)c1OC
-4,13,-4,-3,-2,5,/,0,-7,CCCNC(=O)NS(=O)(=O)c1ccc(Cl)cc1
5[fluorescence artefact?],8,-3,0[fluorescence artefact?],-10,0,-6,7,-11,NC(=O)c1cc(-c2ccccc2)sc1NC(=O)CN1CCCCC1
3,7,14*,-13,-6,6,16,-1,0,CC(C(=O)c1c[nH]c(C(=O)N=CN(C)C)c1)c1ncc(C(F)(F)F)cc1Cl (configuration not stated)
-9,7,8,-8,4,2,-8,-1,2,O=C(CSC1=NCCN1)Nc1cccc(C(F)(F)F)c1
2,7,3,-3,-11,-1,-9,-1,9,COc1ccc(Cc2n[nH]c(=S)n2N)cc1OC
14,24,0,3,1,-5,-18,15,-86,O=C(NCCc1ccccc1)c1cnc2ccccn2c1=O
2,-3,0,4,1,1,-11,-3,6,Cc1cc(NC(=O)CCCC(=O)N(CC(=O)NCCc2ccccc2)Cc2ccc(F)cc2)no1
-1,7,5,-9,7,8,-8,0,-2,NC(=O)N/N=C/c1c(Sc2nnnn2-c2ccccc2)nc2ccccn2c1=O
0,4,1,-2,-5,10,-7,5,5,Cn1c(O)c(/C=C2\C=Nc3ccccc32)sc1=Nc1ccc(C(=O)O)cc1
-1,5,1,8,-8,10,-3,8,-8,CNC(=O)C(=O)N/N=C/c1cccnc1
-1,6,1,3,8,-2,4,-3,-1,O=S(=O)(Nc1ccccn1)c1ccc(C(F)(F)F)cc1Cl
0[fluorescence artefact?],9,0,-7,-2,5,13,7,-2,O=C(Nc1ccc(S(=O)(=O)N2CCOCC2)cc1)c1ccc(Br)o1
-14[fluorescence artefact?],15,-1,-11,0,5,-16,18,27,CCCc1nnc(NC(=O)CNc2ccc(F)cc2)s1
8,-2,1,7,-86,-1,-8,-8,-13,COc1ccc(-c2cc(C(=O)NN)[nH]n2)cc1OC
-2[fluorescence artefact?],6,-1,-4,4,4,-9,-5,-13,O=C(C1CCCO1)N1CCN(Cc2c(O)ccc3ccccc23)CC1 (configuration not stated)
0[fluorescence artefact?],-7,1,2[fluorescence artefact?],0,-6,-11,-18,7,CCOc1ccc(N(CC(=O)NC2CCCCC2)S(=O)(=O)c2c(C)noc2C)cc1
-5,7,3,-3,3,-8,-7,2,-2,CCC(=O)N1CCCc2cc(S(=O)(=O)N3CCCc4ccccc43)ccc21
0,7,2,-5[fluorescence artefact?],/,0,/,3,-29,COc1cc(C)c(-c2[nH]ncc2-c2csc(C)n2)c(O)c1
3,1,6,-12,0,6,7,-1,-16,CC1CCCCC1NC(=O)C1CC=CCC1C(=O)O (configuration not stated)
0,3,-2,-4,-2,1,-5,-5,-6,CCCCN(C)C(=O)c1nc2ccccn2c1CN1CCN(c2ccccn2)CC1
2,10,-1,-18,2,4,-5,2,-26,CCC(=O)Nc1nnc(SCCN2CCOCC2)s1
-1,9,0,-1,-3,-15,-2,2,-26,CCCCc1nn(-c2cc(Cl)ccc2OC)c2c1C(=O)CC(C)(C)C2
-1,13,1,1,-10,4,-3,2,-9,CCOC(=S)SCC(=O)N1CCc2ccccc2C1C1C(=O)CC(C)(C)CC1=O (configuration not stated)
-4,9,0,-7,-5,7,-4,0,-1,O=C(NCC(=O)N(Cc1cccs1)C(C(=O)NC1CCCC1)c1cccnc1)c1ccco1 (configuration not stated)
-6,4,/,-3,-3,/,11,-1,-1,CN1C(C(=O)NCCc2cccs2)CC2Cn3c(nc4cc(Cl)c(Cl)cc43)C21 (configuration not stated)
-6,5,-2,-19,3,8,-4,-8,-9,CCCOc1ccccc1NC(=O)CC1Nc2ccccc2NC1=O (configuration not stated)
19,0,-1,-4,5,1,-2,-4,-13,COc1ccc(/C=N/NC(=O)c2cccc(COCC(F)(F)C(F)F)c2)cc1
-2,10,-4,-10,9,3,-5,-2,-1,COc1ccc(CCn2cnc(=O)c(C#N)c2C)cc1OC
1,6,-1,-13,4,-3,-9,-1,-1,Cc1ccc(-n2cc(CN(C)Cc3ncc[nH]3)c(-c3cccc(C)c3)n2)cc1
-3,13,1,25,13,8,/,2,5,C#CCOCCOCCOCCNc1nc(N2CCN(C(=O)[C@H](CCC(=O)O)n3cc(C(N)CO)nn3)CC2)nc(N2CCN(C(=O)[C@H](Cc3ccc(O)cc3)n3cc(C(N)[C@H](C)CC)nn3)CC2)n1 (some centres not stated)
-4[fluorescence artefact?],19,1,-4,-4,-1,23,3,63*,CCCCC(=O)Nc1cc(C(=O)NCCc2ccccc2)ccc1Cl
-5,8,0,-8,3,5,-3,0,-5,N#CC1=C(N)Oc2cc(O)ccc2C1c1cccnc1 (configuration not stated)
-4[fluorescence artefact?],10,/,-1[fluorescence artefact?],0,/,-1,-1,-5,CCc1ccccc1NC(=O)c1cc(C2CC2)on1

Screens as filed in PubChem.
